Source: PubChem
Rat MKP-3 inhibitors: inhibition of rat DUSP6 enzyme activity – biochemical, in vitro, primary screen (AID 425); recombinant MKP-3 phosphatase activity, fluorescence; higher % means a stronger effect; inhibition, % at 20 µM; hits with a dose series show IC50 in µM; 0.17% of 110,000 active; in the data active = inhibition above about 50%;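 also: plate controls were vehicle for no effect and reference inhibitor for full effect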
Hsp70 displacement: Hsp70 inhibitors, probe displacement, primary screen, biochemical, fluorescence polarization (AID 583); Hsp70 fluorescence polarization probe displacement, mP; higher % means a stronger effect; displacement, % at 20 µM, or IC50 in µM where a hit was titrated; 0.06% of 140,000 active; in the data active = displacement above about 50%;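 also: plate controls were vehicle for no effect and reference ligand for full effect; a part of the inactive calls stands beside numbers as strong as those of hits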
* = called active by the depositor; / = not tested or not shown; & = joins results of further samples.

Values run as follows: Rat MKP-3 inhibitors, Hsp70 displacement
Cc1ccc(-c2cn3c(=S)[nH]nc3s2)cc1
    14%, -0.6%
CCOC(=O)C1C(=O)CC(C)(O)C(C(=O)OCC)C1c1ccc(Br)cc1 (stereo not given)
    0%, -4.1%
CN(C)Cn1c(O)c(N=NC(=O)c2cccnc2)c2cc(Br)ccc21
    6%, 1.8%
c1ccc(OCc2nnc3sc(C4COc5ccccc5O4)nn23)cc1 (stereo not given)
    -1%, 1.8%
COC(=O)CC12CC3CC(C1)CC(CC(=O)OC)(C3)C2
    -1%, 2.8%
Cc1ccc(-n2c(O)c(C=NC3CCCCC3)c3ccccc3c2=O)cc1
    -1%, 3.5%
COc1ccc(OC)c(S(=O)(=O)N2CCN(c3ccccc3)CC2)c1
    3%, 4.6%
O=C(Cc1ccc(-n2cccc2)cc1)NC1CCCCCC1
    /, -1.3%
COc1ccc(-c2cnc(SCC(=O)Nc3ccc4c(c3)OCO4)n2Cc2ccco2)cc1
    1%, -2.7%
CC(=O)CC(=O)NC12CC3CC(CC(C3)C1)C2
    -2%, 4.1%
COc1ccc(C2C(C(C)=O)=C(Nc3ccc(Br)cc3)CC(C)(O)C2C(C)=O)cc1 (stereo not given)
    2%, 3.9%
O=[N+]([O-])c1ccc2nc(-c3ccco3)[nH]c2c1
    3%, 5.5%
O=C(CSc1oc(-c2ccco2)nc1S(=O)(=O)c1ccc(F)cc1)NCC1CCCO1 (stereo not given)
    /, 0.6%
CCOP(=O)(OCC)C(Nc1cccc(C(F)(F)F)c1)c1cc(Cl)cc(Cl)c1OC (stereo not given)
    6%, 3.3%
O=C(O)c1ccc(-c2ccc(/C=C3\SC(=S)N(Cc4ccccc4)C3=O)o2)cc1
    1%, -67%
Cc1ccc(N2CCN(C3=NC(=O)/C(=C/c4ccc(Cl)cc4)S3)CC2)cc1
    2%, -0.4%
CCC(c1nnc(SCC(=O)NC23CC4CC(CC(C4)C2)C3)o1)N(C)C (stereo not given)
    /, -2.9%
O=C(CSc1nnc(-c2ccco2)o1)NC1CCCCCC1
    -13%, -5.5%
CC(=O)N1CCN=C1SCc1cccc(C(F)(F)F)c1
    6%, -3.4%
O/N=C1/CCSc2ccccc21
    4%, 4.8%
CCc1ccccc1NC(=O)CN(c1ccc(F)cc1)S(=O)(=O)c1ccccc1
    -3%, 1.4%
Cc1ccc2cc3c(N)c(C(=O)N4CCOCC4)sc3nc2c1
    -11%, 0.5%
COc1nc(NC(C)(C)C)nc(OC)n1
    0%, -4.5%
COc1cc(C(=O)Nc2nnc(CC(=O)NCc3ccccc3)s2)cc(OC)c1OC
    1%, -3.8%
O=C(COc1ccc(Cl)cc1)NNC(=O)c1ccccc1[N+](=O)[O-]
    -1%, -2.0%
O=C(Cn1nc(C(F)(F)F)c2c1CCC2)NCc1ccc(Cl)cc1
    /, -4.4%
CC(=O)c1cc(C)ccc1OC(=O)c1cccnc1
    0%, 2.2%
CC1(C)NC(=O)N(CNc2cc(Cl)ccc2Cl)C1=O
    -5%, 0.4%
O=C(Nc1nnc(-c2cccs2)o1)c1cccc(C(F)(F)F)c1
    -3%, 6.0%
COc1ccc(NC(=O)C2CC(=O)N(c3ccc(F)cc3)C2)c(OC)c1 (stereo not given)
    3%, -1.2%
Cn1cnc([N+](=O)[O-])c1Nc1ccccc1O
    /, 7.3%
CCC1=NN2C(=N)/C(=C/c3ccc(OCCOc4cccc(OC)c4)cc3)C(=O)N=C2S1
    -2%, 6.7%
Cc1cc2c(=O)n(Cc3ccco3)c(SCC(=O)NCc3ccco3)nc2s1
    -2%, -0.8%
COc1cc2c(cc1OC)C(c1ccccc1O)N(C1CC(=O)N(c3ccccc3)C1=O)CC2 (stereo not given)
    -4%, 5.2%
c1ccc(-c2nnc(-c3ccccn3)nn2)nc1
    7%, -1.5%
COC(=O)c1ccc(C(=O)OC)c(NC(=O)c2oc(C)nc2C)c1
    -1%, -2.4%
COc1cccc(/C=N/n2c(CO)nc3ccccc32)c1OC
    -10%, 3.6%
CC(=O)N1CCCc2cc(S(=O)(=O)N(C)Cc3ccccc3)ccc21
    -4%, -9.5%
O=C(NCCN1CCOCC1)c1cc(=O)[nH]c2ccc(Br)cc12
    -2%, -4.4%
CCc1c(C(=O)Nc2ccc(OC)cc2)[nH]c(C)c1C(C)=O
    -10%, -0.5%
Cc1ccc(NC(=O)CN2CCC(C(=O)c3ccc(F)cc3)CC2)cc1
    /, -0.2%
COC(=O)c1[nH]c2ccc(Br)cc2c1NC(=O)CN1CCCCC1CCO (stereo not given)
    /, 1.1%
O=C1NC(=S)N/C1=C\c1ccccc1
    -3%, 0.6%
O=C(Nc1cccc(S(=O)(=O)C(F)F)c1)c1ccc(S(=O)(=O)N2CCOCC2)cc1
    -9%, 2.0%
COc1ccc(CCNC(=O)c2cnn(-c3ccc(C)c(C)c3)c2NC(=O)c2ccco2)cc1OC
    0%, -4.0%
O=C1c2ccccc2-c2nc3ccc([N+](=O)[O-])cc3nc21
    3%, 2.6%
CCOC(=O)c1ccc(NC(=O)Cc2ccccc2OC)cc1
    5%, 0.4%
CC(C)c1ccc(NC(=O)C(=O)NCCO)cc1
    0%, 10%
O=C(CCn1c(=O)sc2ccccc21)NCc1ccccc1
    -2%, -4.4%
COC(=O)C1=C(O)/C(=C\c2ccc(CNC(=O)C(=O)Nc3ccc(C)c(C)c3)o2)N=C1C
    /, -8.8%
COc1ccc(CCNC(=O)c2ccc(N3CCCC3=O)cc2)cc1OC
    -7%, -0.6%
C=CCNC(=O)c1c(N)n(-c2ccc3c(c2)OCO3)c2nc3ccccc3nc12
    -10%, -4.4%
CCCCOC(=O)c1ccc(NC(=O)Nc2ccc(OC)c(OC)c2)cc1
    6%, -0.4%&1.2%
COc1cc2c(=O)nc3n(c2cc1OC)C(c1ccccc1)N=C(N)N3 (stereo not given)
    7%, 3.6%
O=C(COC(=O)c1cncc(Br)c1)NC1CC1
    /, 1.2%
NC(=S)n1[nH]c(-c2ccc([N+](=O)[O-])cc2)c(N=Nc2ccc(O)cc2)c1=O
    /, 21%
Cc1ccc(C)c2[nH]c(=O)c(CN(CC3CCCO3)C(=O)NC3CCCCC3)cc12 (stereo not given)
    4%, 5.1%
Cc1cc(C)cc(OCc2ccc(C(=O)O)o2)c1
    -17%, 0.3%
CCN(CC)c1nc2ccccc2n2cnnc12
    1%, -1.2%
O=C(Nc1ccc([N+](=O)[O-])cc1)C1CC(=O)N(c2ccc(Cl)cc2)C1 (stereo not given)
    2%, /

Structural class: the entries above with an aryl thioether with sulfur outside any ring.
Values run as follows: Rat MKP-3 inhibitors, Hsp70 displacement
COc1ccc(-c2cnc(SCC(=O)Nc3ccc4c(c3)OCO4)n2Cc2ccco2)cc1
    1%, -2.7%
O=C(CSc1oc(-c2ccco2)nc1S(=O)(=O)c1ccc(F)cc1)NCC1CCCO1 (stereo not given)
    /, 0.6%
CCC(c1nnc(SCC(=O)NC23CC4CC(CC(C4)C2)C3)o1)N(C)C (stereo not given)
    /, -2.9%
O=C(CSc1nnc(-c2ccco2)o1)NC1CCCCCC1
    -13%, -5.5%
Cc1cc2c(=O)n(Cc3ccco3)c(SCC(=O)NCc3ccco3)nc2s1
    -2%, -0.8%

Further compounds follow.
Values run as follows: Rat MKP-3 inhibitors, Hsp70 displacement
Cc1ccc(Nc2nc(CSc3nnnn3-c3ccccc3)cc(=O)[nH]2)cc1
    -14%, 9.2%
CC1C(c2ccc(Cl)cc2)NC(c2ccc(Cl)cc2)C(C)C1O (stereo not given)
    4%, -4.3%
C#Cc1ccc(C(=O)Nc2cc(C(N)=O)ccc2N2CCOCC2)cc1
    6%, 5.8%
CCOC(=O)N1CCC(NC(=O)C2CCN(Cc3nc(-c4ccc(CC)cc4)oc3C)CC2)CC1
    4%, -0.2%
COc1ccc(N(CN2C(=O)c3ccccc3C2=O)C(=O)C(C)C)cc1
    -1%, 2.0%
Cc1ccc(SCCC(=O)Nc2c(C)n(C)n(-c3ccccc3)c2=O)cc1
    /, 0.7%
Cc1onc(-c2ccccc2)c1C(=O)NCCNc1c(Cl)cccc1[N+](=O)[O-]
    4%, -0.1%
C=CCOc1c(Br)cc(/C=C2\C(=O)NC(=O)N(c3ccccc3)C2=O)cc1OC
    3%, -4.1%
Cc1ccc(C(=O)/C=C/c2cn(CN3CCN(C)CC3)c3ccccc23)cc1
    /, -8.2%
COC(=O)Cn1c(CCS(=O)(=O)c2ccc(Cl)cc2)nc2ccccc21
    /, -2.4%
COc1cc(C(=O)N2CCN(C/C=C/c3ccccc3)CC2)cc(OC)c1OC
    /, -1.2%
Cc1ccccc1-c1nnc2s/c(=C\c3ccc(N(C)C)cc3)c(=O)n12
    -13%, -22%
CNc1ccc([N+](=O)[O-])cc1-n1cnc(-c2ccc([N+](=O)[O-])cc2)c1
    4%, 1.5%
Cc1cc(C)c(C)c(OCc2nc(-c3cccnc3)no2)c1
    -2%, 2.5%
COC(=O)C1=C(C)NC(=O)NC1c1cccc(OC)c1OCc1ccccc1 (stereo not given)
    /, 1.9%

One compound at a time, from the list above:
`Cc1onc(-c2ccccc2)c1C(=O)NCCNc1c(Cl)cccc1[N+](=O)[O-]` as listed: Rat MKP-3 inhibitors: 4%; Hsp70 displacement: -0.1%
`Cc1ccc(SCCC(=O)Nc2c(C)n(C)n(-c3ccccc3)c2=O)cc1` as listed: Rat MKP-3 inhibitors: /; Hsp70 displacement: 0.7%
`COC(=O)C1=C(C)NC(=O)NC1c1cccc(OC)c1OCc1ccccc1` (stereo not given) as listed: Rat MKP-3 inhibitors: /; Hsp70 displacement: 1.9%

More compounds follow.
Values run as follows: Rat MKP-3 inhibitors, Hsp70 displacement
O=S(NCc1ccccc1)C12CC3CC(CC(C3)C1)C2 (stereo not given)
    -4%, -1.2%
COc1ccc(C2CC(c3ccccc3Cl)Nc3ncnn32)cc1OC (stereo not given)
    -7%, 5.4%
COc1ccc(CNC(=O)COc2ccc(OC)cc2)cc1
    1%, -0.4%
CC(=O)c1sc2nc(-c3cccs3)ccc2c1N
    /, -0.9%
Cc1ccc(OCCNC(=O)CCc2ccccc2)cc1
    1%, 0.5%
O=C1NC(=O)N(c2ccc(Cl)cc2)C(=O)/C1=C/c1ccc(N2CCOCC2)o1
    4%, -174%
COc1cccc(C(=O)NNC(N)=O)c1
    -2%, 6.8%
O=C(O)CSc1nc2c(c(=O)[nH]1)CCCC2
    -1%, 0.1%
Cc1ccc2nc3c(cc(C#N)c(=O)n3-c3nccs3)c(=O)n2c1
    2%, 1.8%
CC(Nc1cc(N2CCN(C)CC2)ccc1[N+](=O)[O-])c1ccc(Br)cc1 (stereo not given)
    4%, -2.1%
Cc1cc(Cl)c(S(=O)(=O)NC2CCCCC2)cc1OCC(=O)Nc1nncs1
    -3%, -2.7%
O=C(Cc1ccc(Cl)cc1)c1ccc2c(c1)OCCO2
    0%, 6.3%
N#CC1=C(N)Oc2n[nH]c(-c3cccs3)c2C1c1cccnc1 (stereo not given)
    -12%, -4.1%
O=C(CSc1nnc(CNC(=O)c2cccs2)o1)c1ccccc1
    -3%, /
COc1ccc(-n2c(O)c(C=NC3CC3)c(=O)[nH]c2=O)cc1
    -4%, -2.9%

Of the compounds above, 2 contain a cyano group.
Values run as follows: Rat MKP-3 inhibitors, Hsp70 displacement
Cc1ccc2nc3c(cc(C#N)c(=O)n3-c3nccs3)c(=O)n2c1
    2%, 1.8%
N#CC1=C(N)Oc2n[nH]c(-c3cccs3)c2C1c1cccnc1 (stereo not given)
    -12%, -4.1%

Carrying on:
Values run as follows: Rat MKP-3 inhibitors, Hsp70 displacement
COc1ccc(CCCc2nnc(SCC(=O)Nc3cc(C)c(C)cc3Br)o2)cc1
    2%, 5.1%
COc1cc(C)c(S(=O)(=O)n2nnc3ccccc32)cc1C
    /, -3.0%
COc1cc(C(=O)N(C)Cc2ccccc2)c([N+](=O)[O-])cc1OC
    -3%, 11%
CCN(CC)CCNC(=O)CCn1c(=S)[nH]c2cc3c(cc2c1=O)OCO3
    -5%, -1.9%
CCOc1cc(C)nc(N2CCN(C3CCCCC3)CC2)n1
    -1%, -3.2%
CCCCN(CC)C(=O)CN1C(=O)c2ccccc2C1=O
    /, -0.9%
COc1ccc(C2CC(=O)C3=C(C2)Nc2ccccc2NC3c2cccc(F)c2)cc1 (stereo not given)
    -1%, 4.7%
COC(=O)c1cc(-c2ccc(OC)cc2)nc2ccc(Br)cc12
    2%, 0.7%
Cc1cc(Cl)ccc1NC(=O)c1cccc(I)c1
    0%, 2.1%
Cc1cc(C)c2nc3s/c(=C/c4cccn4-c4ccc([N+](=O)[O-])cc4)c(=O)n3c2c1
    15%, 0.7%
CCCSc1nc2c(cnn2-c2ccccc2)c(=O)[nH]1
    -12%, -0.9%
CCCCNC(=O)CC1N=C2c3ccccc3N=C(SCC(=O)Nc3ccccc3C)N2C1=O (stereo not given)
    -5%, /
CCCCOC(=O)Cn1c(=N)n(CCN2CCOCC2)c2ccccc21
    -5%&2%, -3.0%&-1.0%
Cc1cc(C)nc(NS(=O)(=O)c2ccc(NC(=O)CCCN3C(=O)c4ccccc4C3=O)cc2)n1
    -7%, 0.0%
Nn1c(SCc2nc3ccccc3[nH]2)nnc1C1CCCCC1
    4%, 0.2%
O=C(Nc1ccc2c(c1)OCO2)C1CC(c2c(F)cccc2Cl)=NO1 (stereo not given)
    1%, /
O=C(COC(=O)c1cccnc1Nc1cccc(C(F)(F)F)c1)NCCN1C(=O)CSC1=O
    -12%, 3.3%
CC(C)(C)c1ccc(CC2CC2(Cl)Cl)c([N+](=O)[O-])c1 (stereo not given)
    -1%, 0.5%
Cc1cc(C)n(C(=O)C(C)Oc2ccc(Cl)cc2C)n1 (stereo not given)
    5%, -1.3%
Cc1cccc(C)c1OCC(=O)NCc1nnc(SCC(=O)NC2CCCCC2C)n1C (stereo not given)
    -3%, 15%
COc1ccc(-c2noc(COc3ccccc3)n2)cc1
    -3%, 1.1%

Only part of the results is shown; rates above refer to the full screens.
